High-throughput results as filed in PubChem.
NF-kB neuron act = compounds increasing NF-kB expression in human neuronal cells; 1.6% of 190,000 active; fold change at 12.5 µM; NF-kB reporter expression; active compounds read high; in the data active means fold change above about 3.3
FLuc act counter = firefly luciferase counter-screen for stimulation assays. P08659. ATPlite luciferase biochemical, luminescence, 10 min; 0 = ATP-free wells, 1 = DMSO control. activation factor at 10 µM. 200,000 tested, under 10 active. AID 1027;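 active means luciferase activation factor, scaled between plate controls, of at least 2 with compound at 10 µM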
Target sequence (P08659 whole entry, looked up): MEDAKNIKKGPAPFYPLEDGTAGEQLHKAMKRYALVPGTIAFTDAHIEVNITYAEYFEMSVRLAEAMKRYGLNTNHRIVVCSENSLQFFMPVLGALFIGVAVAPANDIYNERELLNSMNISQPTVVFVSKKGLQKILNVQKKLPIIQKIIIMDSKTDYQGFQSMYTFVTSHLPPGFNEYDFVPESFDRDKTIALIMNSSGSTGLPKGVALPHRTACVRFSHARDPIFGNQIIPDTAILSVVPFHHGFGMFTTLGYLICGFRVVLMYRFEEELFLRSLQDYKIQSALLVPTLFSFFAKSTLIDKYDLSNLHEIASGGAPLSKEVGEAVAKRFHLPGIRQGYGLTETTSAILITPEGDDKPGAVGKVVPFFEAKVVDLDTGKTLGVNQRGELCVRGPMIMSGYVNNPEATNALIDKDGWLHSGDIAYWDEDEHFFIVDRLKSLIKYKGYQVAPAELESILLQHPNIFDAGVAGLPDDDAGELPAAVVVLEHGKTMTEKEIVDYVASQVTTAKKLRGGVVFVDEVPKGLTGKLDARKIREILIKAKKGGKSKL
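Assay system: Luciferase/luciferin detection reagent, cell-free biochemical luciferase assay / Also added: ATP substrate / Schedule: 10 min at ambient temperature / Measured by: luminescence measurement of luciferase light output / Benchmarks: low control with PBS replacing ATP, high control enzyme plus ATP without compound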
Redox H2O2 prof = compounds producing H2O2 with reducing agent – biochemical, NIH compound library profiling, artefact control for MLSCN library redox annotation, primary screen; 0.03% of 200,000 active; activation, % at 10 µM; AID 878; DTT-dependent redox cycling H2O2, phenol red/HRP absorbance; 100% = 100 µM peroxide control, 0% = buffer;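 active means activation of at least 50% relative to the plate's high and low controls in the primary single-dose screen; inactive means activation below 50%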;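 further: compound incubated with DTT at 0.8 mM final as the reducing agent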
G6PDH CS = L. mesenteroides G6PDH inhibition counter-screen. 0.12% of 200,000 active. Purified L. mesenteroides G6PDH, diaphorase/resazurin coupled fluorescence, 45 min. inhibition, % at 5 µM; in the data active means inhibition above about 50%
APP 5'UTR act = activates APP 5'UTR luciferase reporter | SH-SY5Y APP 5'UTR luciferase reporter, luminescence; zero percent = DMSO vehicle wells | activation, % at 2 µM | 1% of 190,000 active | AID 1276;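 active means activation above a set limit, based on mean plus 3 SD of controls, cut at about 140% in these data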; further: values of inactives mirror those of a sister screen read the other way
Hsp70 activator = Hsp70 transcriptional activation, primary screen; HeLa Hsp70 promoter luciferase reporter, luminescence; scaled: vehicle 0, proteasome-inhibitor control 100%; activation, % at 10 µM; 0.04% of 200,000 active;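 active means activation above the mean across all tested compounds plus 3 SD, cutoff set per campaign, cut at about 5.5% in these data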;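 further: 100% = MG132 at 30 µM as the positive control and 0% = DMSO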
STAT1 act = STAT1 signaling activation | NIH 3T3 STAT1-luciferase reporter, IFN-gamma, luminescence; 100% = IFN-gamma alone, no compound | activation (% of control), % at 5.5 µM | 2.6% of 200,000 active | AID 932;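 active means activation above the screen-wide mean activation plus 3 SD, cut at about 130% in these data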;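 further: raw ratio to IFN-gamma control signal so 100% means no change and 0% no light; values of inactives mirror those of a sister screen read the other way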
HMGR II inh = E. faecalis class II HMG-CoA reductase inhibition | inhibition, % at 10 µM | 0.41% of 190,000 active | purified E. faecalis HMGR, NADPH absorbance 340 nm kinetic;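 active means inhibition above a set limit, the median over all tested compounds plus 3 SD, cut at about 9.5% in these data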;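 further: enzyme runs in reverse so mevalonate oxidation gives rising NADPH absorbance; 0% = complete reaction with DMSO and 100% = background rate lacking mevalonate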
APP 5UTR inh = APP translation inhibition. SH-SY5Y APP 5'UTR-luciferase reporter, luminescence. 0.82% of 190,000 active. AID 1285. inhibition, % at 2 µM;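 active means inhibition above a set limit, derived from the sample mean plus 3 SD, cut at about 45% in these data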; further: values of inactives mirror those of a sister screen read the other way
FLuc inhib CS = inhibits firefly luciferase, flagging false hits in luciferase inhibition screens; P08659; ATPLite firefly luciferase biochemical luminescence, 10 min; inhibition, % at 10 µM; 1.5% of 200,000 active;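 active means inhibition above about 50% when tested at 10 µM, limit read from the data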
An asterisk follows results filed as active; nt = not tested or not shown.

1. O=Cc1cn(-c2ccccc2)nc1-c1ccncc1
2. COC(=O)c1c(C)cc(C)n2c1nc1ccccc12
3. CC(C)OC(=O)c1ccc(NC(=O)CSc2nc3ncccc3[nH]2)cc1
4. Cc1ccc(S(=O)(=O)NNC(=O)c2sccc2-n2cccc2)cc1
5. CCOC(=O)C1C(=O)NC(SCC(N)=O)=C(C#N)C1c1ccccc1OCC (stereo unspecified)
6. CCOC(=O)c1c(NC(=O)COC)sc(C)c1C
7. Cc1ccccc1OCCNCC(C)O (stereo unspecified)
8. N/C(=N\OC(=O)CN1C(=O)c2ccccc2C1=O)c1ccc(Br)cc1

Screen / compound no.	1	2	3	4	5	6	7	8
FLuc inhib CS	4.6	-5.8	3.5	-3.4	-0.9	-3.7	-6.0	-2.1
APP 5UTR inh	17.2	13.7	-8.1	-0.5	-9.2	-2.5	-0.8	-14.2
NF-kB neuron act	1.12	1.14	1.26	0.85	0.97	0.98	1.18	1.4
G6PDH CS	-3.4	8.8	2.7	10.0	6.6	1.7	9.8	4.3
Hsp70 activator	-0.1	-0.2	-0.4	-0.2	0.1	-0.6	-0.2	-0.3
HMGR II inh	-3.8	0.5	-6.7	-3.7	0.5	-4.8	1.5	13.4*
STAT1 act	102.4	100.5	110.3	102.3	99.3	99.8	100.4	111.8
Redox H2O2 prof	0.1	1.9	0.5	2.4	-2.3	1.5	1.0	0.2
APP 5'UTR act	-17.2	-13.7	8.1	0.5	9.2	2.5	0.8	14.2
FLuc act counter	1	1.1	1	1	1	1	1.1	1

9. COCCNC(=S)N1CCc2cc(OC)c(OC)cc2C1COc1ccc(F)cc1 (stereo unspecified)
10. COc1ccc(OC)c(C(=O)c2ccc(C(=O)N3CCCCC3)cc2)c1
11. COc1ccc(N2CCC(CNC(=O)Nc3cccc(OC)c3)C2)cc1 (stereo unspecified)
12. CCn1ccnc1CN1CCN(CCC(C)C)C(CCO)C1 (stereo unspecified)
13. Cn1cc(S(=O)(=O)N2CCc3ccccc3C2)c(=O)n(C)c1=O
14. Cc1cc(Cl)ccc1N=c1ssnc1Cl
15. O=C1C(Cc2ccc(O)cc2)NC(=S)N1c1ccccc1 (stereo unspecified)
16. Cc1ccc(S(=O)(=O)c2cc3c(=O)n4ccccc4nc3n(Cc3ccco3)c2=N)cc1C

Screen / compound no.	9	10	11	12	13	14	15	16
FLuc inhib CS	-3.9	-2.4	-6.1	-7.9	-8.8	-0.3	-6.3	0.8
APP 5UTR inh	4.7	-13.2	8.7	20.7	-7.5	-13.7	-19.8	-3.3
NF-kB neuron act	0.65	0.73	1.1	1.15	0.95	0.73	1.28	0.78
G6PDH CS	1.6	4.7	2.0	1.6	-25.4	2.2	5.7	3.4
Hsp70 activator	-0.1	-0.4	-0.2	-0.2	0.0	-0.1	-0.3	-0.1
HMGR II inh	-2.7	-3.4	1.2	-6.8	3.5	-4.4	0.9	4.0
STAT1 act	95.4	103.1	98.5	100.7	100.8	92.6	99.9	105.9
Redox H2O2 prof	0.3	3.9	-0.4	-1.0	-0.4	0.2	1.7	0.8
APP 5'UTR act	-4.7	13.2	-8.7	-20.7	7.5	13.7	19.8	3.2
FLuc act counter	1	1	1.1	1.1	1.1	1	1.1	1

17. CS(=O)(=O)N(CCc1ccccc1)CC(=O)NCc1ccc(Cl)cc1
18. Cc1occc1C(=O)N/N=C/c1c[nH]c2ccccc12
19. CCC(C)C(NC(=O)c1ccccc1NC(=O)c1ccccc1)C(=O)N1CCOCC1 (stereo unspecified)
20. CCC(C)NC(=O)Cn1cc(S(=O)(=O)N2CCN(c3ccccc3F)CC2)c2ccccc2c1=O (stereo unspecified)
21. COc1cc(OC)cc(-c2nnc(SCC(=O)Nc3cccc(C(=O)O)c3)s2)c1
22. Cc1cc2cc(C)c(NCCNC(=O)c3cccc(F)c3)nc2cc1C
23. O=C(NN1C(=O)C2C3C=CC(C3)C2C1=O)c1ccccc1 (stereo unspecified)
24. O=C(c1n[nH]c2c1CCCC2)n1ccnc1

Screen / compound no.	17	18	19	20	21	22	23	24
FLuc inhib CS	-7.2	16.1	-2.6	-2.9	-0.1	-3.1	-5.3	-4.6
APP 5UTR inh	18.9	-142.7	-20.9	7.3	13.6	-24.3	-17.2	-8.6
NF-kB neuron act	1.11	3.03	1.15	1.08	1.19	nt	0.97	0.97
G6PDH CS	13.4	2.8	7.9	2.3	2.6	8.8	15.0	14.0
Hsp70 activator	-0.3	-0.1	0.0	-0.1	-0.2	-0.1	-0.3	0.3
HMGR II inh	-4.8	-0.1	-6.2	-4.4	0.5	-4.3	-3.0	-2.3
STAT1 act	98.3	131.9*	103.2	104.0	101.2	109.1	103.9	101.7
Redox H2O2 prof	-1.5	1.2	0.2	-2.3	-0.4	-0.2	-0.8	-1.9
APP 5'UTR act	-18.9	142.7*	20.9	-7.3	-13.6	24.3	17.2	8.6
FLuc act counter	1.1	0.8	1	1	1	1	1.1	1

Quoted at random: six entries already listed
23. O=C(NN1C(=O)C2C3C=CC(C3)C2C1=O)c1ccccc1 (stereo unspecified)
21. COc1cc(OC)cc(-c2nnc(SCC(=O)Nc3cccc(C(=O)O)c3)s2)c1
24. O=C(c1n[nH]c2c1CCCC2)n1ccnc1
22. Cc1cc2cc(C)c(NCCNC(=O)c3cccc(F)c3)nc2cc1C
18. Cc1occc1C(=O)N/N=C/c1c[nH]c2ccccc12
19. CCC(C)C(NC(=O)c1ccccc1NC(=O)c1ccccc1)C(=O)N1CCOCC1 (stereo unspecified)

Screen / compound no.	23	21	24	22	18	19
FLuc inhib CS	-5.3	-0.1	-4.6	-3.1	16.1	-2.6
APP 5UTR inh	-17.2	13.6	-8.6	-24.3	-142.7	-20.9
NF-kB neuron act	0.97	1.19	0.97	nt	3.03	1.15
G6PDH CS	15.0	2.6	14.0	8.8	2.8	7.9
Hsp70 activator	-0.3	-0.2	0.3	-0.1	-0.1	0.0
HMGR II inh	-3.0	0.5	-2.3	-4.3	-0.1	-6.2
STAT1 act	103.9	101.2	101.7	109.1	131.9*	103.2
Redox H2O2 prof	-0.8	-0.4	-1.9	-0.2	1.2	0.2
APP 5'UTR act	17.2	-13.6	8.6	24.3	142.7*	20.9
FLuc act counter	1.1	1	1	1	0.8	1

(more compounds)
25. O=C(NN1C(=O)C2C3c4ccccc4C(c4ccccc43)C2C1=O)c1ccc(Cl)cc1 (stereo unspecified)
26. O=C(NCCc1ccccc1)C1CCN(C(=O)c2sccc2-n2cccc2)CC1
27. Oc1oc(-c2ccco2)nc1C=Nc1cccc(Cl)c1
28. CCOc1cc(C=O)cc(Cl)c1OCC(N)=O
29. CC(C)CC(=O)Nc1ccccc1N1CCOCC1
30. CCOC(=O)N/N=C(/C)c1ccc([N+](=O)[O-])o1
31. N=c1occ(C(=O)c2cc(F)ccc2O)cc1C(=O)NC1CCCCC1
32. CC1(C)CC(=O)C(C(C#Cc2ccccc2)C2=C(O)CC(C)(C)CC2=O)=C(O)C1

Screen / compound no.	25	26	27	28	29	30	31	32
FLuc inhib CS	-0.5	-5.9	-6.2	-3.6	-8.5	-6.8	2.1	-1.9
APP 5UTR inh	18.6	-43.0	-0.9	8.8	0.9	1.5	9.7	-21.9
NF-kB neuron act	1.18	1.17	1.49	1.27	0.99	0.91	0.97	1.43
G6PDH CS	13.6	-8.6	8.0	8.6	9.3	-1.3	2.6	-0.3
Hsp70 activator	-0.1	0.3	-0.1	-0.1	-0.1	0.1	0.2	-0.4
HMGR II inh	-4.6	-4.8	-0.8	-0.8	0.7	-3.4	2.0	-3.2
STAT1 act	99.9	101.3	99.3	95.2	99.4	85.1	104.8	96.9
Redox H2O2 prof	-1.5	-1.3	-2.6	-0.5	0.0	3.0	-0.3	4.2
APP 5'UTR act	-18.6	43.0	0.9	-8.8	-0.9	-1.5	-9.7	21.9
FLuc act counter	1	1.1	1.1	1	1.1	1.1	1	1

33. CC(=O)Oc1cccc(N2C(=O)C3CC=C(Cl)CC3C2=O)c1 (stereo unspecified)
34. Cc1ccc(S(=O)(=O)N2CCN(C)CC2)c(C)c1N(C)S(=O)(=O)c1ccc(Cl)cc1
35. CCOC(=O)CSc1ccc(S(=O)(=O)N(CC)CC)cc1[N+](=O)[O-]
36. COc1ccc(NC(=O)c2c[nH]n3c(=O)cc(C4CCN(C(=O)OC(C)(C)C)CC4)nc23)cc1Cl
37. O=C(CNC(=S)N(Cc1ccccc1)Cc1cccnc1)NCCc1ccccc1
38. Cn1c(=O)n(C)c2cc(C(=O)O)ccc21
39. CCN(CC)CCn1c(=N)n(CC(O)COc2cccc(C)c2)c2ccccc21 (stereo unspecified)
40. O=S(=O)(/N=C(/c1ccccc1)N1CCCCCC1)c1ccccc1

Screen / compound no.	33	34	35	36	37	38	39	40
FLuc inhib CS	-5.2	-1.9	-5.9	-1.2	-6.4	-7.2	1.5	-2.1
APP 5UTR inh	-0.6	13.2	5.5	-5.6	19.6	-0.1	-0.3	1.7
NF-kB neuron act	1.18	0.9	1.3	1	0.99	1.03	1.44	1.13
G6PDH CS	3.1	10.0	0.4	6.5	-0.7	-5.2	10.7	4.1
Hsp70 activator	-0.4	-0.1	-0.4	0.3	-0.4	-0.3	0.2	0.0
HMGR II inh	-0.9	-7.7	-2.3	-5.1	-1.7	-4.6	0.2	2.3
STAT1 act	101.0	98.8	99.0	108.7	84.7	91.8	74.6	102.3
Redox H2O2 prof	-3.1	0.2	6.0	5.1	-0.3	0.2	-0.2	-0.6
APP 5'UTR act	0.6	-13.2	-5.5	5.6	-19.6	0.1	0.3	-1.7
FLuc act counter	1.1	1	1.1	1	1.1	1.1	1	1

41. CN(Cc1ccccc1)C(=O)c1[nH]cnc1C(=O)N[C@@H](CCCCNC(=O)OC(C)(C)C)C(=O)OC(C)(C)C
42. O=C(NO)C1CC2C=CC1C2 (stereo unspecified)
43. O=C(Nc1nc(=O)c2ccccc2s1)c1ccc(Cl)cc1
44. COc1ccc(CC(=O)Nc2cc(C)ccn2)cc1
45. Cc1cc(=O)n2c(ccc3ccccc32)c1C#N
46. CCOc1ccc(N(C(C)C(=O)NC(C)CC)S(C)(=O)=O)cc1 (stereo unspecified)
47. O=C(NCCc1ccncc1)c1ccccc1F
48. CCOC(=O)CCNC(=O)N1CCCC(CNS(=O)(=O)c2cccs2)C1 (stereo unspecified)
49. CCN(CC)C(=O)c1[nH]cnc1C(=O)N[C@@H](CC(C)C)C(=O)OCc1ccccc1
50. O=C(Oc1c(Cl)cc(Cl)c2cccnc12)c1cccc([N+](=O)[O-])c1
51. Cc1cc(C)n(Cc2nc3ccccc3n2C)n1

Screen / compound no.	41	42	43	44	45	46	47	48	49	50	51
FLuc inhib CS	1.2	-4.0	43.4	11.5	-6.6	-4.1	-2.5	-4.9	1.2	-8.2	-6.7
APP 5UTR inh	-21.4	7.2	1.2	6.3	21.1	20.4	-11.9	5.4	-12.2	10.4	-7.3
NF-kB neuron act	0.52	1.21	1.34	1.37	1.09	1.42	1.14	1.11	1.04	1.02	1.18
G6PDH CS	14.5	10.6	-27.2	17.1	4.5	2.1	-3.7	16.8	20.3	8.7	5.4
Hsp70 activator	-0.3	-0.3	-0.1	-0.3	0.3	-0.2	0.0	0.0	-0.1	-0.5	-0.3
HMGR II inh	-4.2	-3.0	4.9	-1.9	-6.6	-8.0	1.9	-6.4	5.9	-0.9	-4.0
STAT1 act	103.2	100.0	121.0	105.8	101.1	98.9	101.0	101.0	95.8	100.8	94.4
Redox H2O2 prof	-0.2	1.2	-1.2	2.8	0.7	0.8	-2.8	0.7	0.9	-0.7	3.1
APP 5'UTR act	21.4	-7.2	-1.2	-6.3	-21.1	-20.4	11.9	-5.4	12.2	-10.4	7.3
FLuc act counter	1	1	0.6	0.9	1.1	1	1	1	1	1.1	1.1
